Rac1 mut GTP: modulators of GTP binding to human Rac1 activated mutant; GST-Rac1 activated beads, fluorescent GTP binding, flow cytometry; actives lie on both sides; 100% means binding = to untreated wells; 0.11% of 190,000 active; P63000; percent activity (GTP binding), % at 10 µM;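 active = GTP binding at least 20 percentage points away from the 100% baseline, in either direction, so actives lie on both sides; inconclusive = Compound likely fluorescent itself, or too few beads counted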
Rab2A wt mod: changes GTP binding to wildtype dog Rab2A, up or down | 0.19% of 190,000 active | GST-Rab2 wt beads, Bodipy-GTP binding, flow cytometry | GTP binding activity, % at 10 µM | P61105;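 active = GTP binding activity at least 20 points away from 100%, either lowered or raised; inconclusive = signal likely due to the compound's own green fluorescence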;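 note: 0% = beads with excess unlabeled GTP and 100% = no-compound control corrected for plate trend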
RGS8-Gao: modulates binding of RGS8 to human Galphao; P09471; multiplexed bead flow cytometry; actives lie on both sides; response (percent of control binding), % at 10 µM; 0.34% of 220,000 active; in the data active = response below about 60% or above about 140%; inactive = in between;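 note: Galphao activated as the GDP aluminium fluoride complex binding bead-coupled RGS8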
Pf gametocyte: inhibitors of late stage P. falciparum gametocyte viability; P. falciparum stage V gametocytes, ATP luminescence, 24 h; inhibition, % at 10.9 µM; 0.065% of 150,000 active; AID 743093;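 active = inhibition above the mean plus 3 SD of compounds within the control limits, set per campaign, cut at about 38% in these data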;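 note: 0% = DMSO wells and 100% = medium only without gametocytes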
Rac1 wt modul: modulators of human Rac1 wildtype GTP binding | P63000 | GST-Rac1 beads, fluorescent GTP binding, flow cytometry; actives lie on both sides; 0 = cold GTP competed, 100 = untreated | GTP binding activity (% of control), % at 10 µM | 0.27% of 190,000 active;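 active = GTP binding activity at least 20 points away from the 100% control level, either lower or higher; inconclusive = compound flagged as likely green fluorescent, judged across all proteins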
Mcl-1 Bim block: inhibitors of Bim-Mcl-1 interaction, human; 0.1% of 190,000 active; Bead-based flow cytometry, Bim peptide-Mcl-1 binding; inhibition, % at 10 µM; AID 1009; Q07820; in the data active = inhibition above about 40%;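 note: 0% = no compound tracer wells and 100% = peptide blocker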
Target sequence (Q07820 whole entry, looked up): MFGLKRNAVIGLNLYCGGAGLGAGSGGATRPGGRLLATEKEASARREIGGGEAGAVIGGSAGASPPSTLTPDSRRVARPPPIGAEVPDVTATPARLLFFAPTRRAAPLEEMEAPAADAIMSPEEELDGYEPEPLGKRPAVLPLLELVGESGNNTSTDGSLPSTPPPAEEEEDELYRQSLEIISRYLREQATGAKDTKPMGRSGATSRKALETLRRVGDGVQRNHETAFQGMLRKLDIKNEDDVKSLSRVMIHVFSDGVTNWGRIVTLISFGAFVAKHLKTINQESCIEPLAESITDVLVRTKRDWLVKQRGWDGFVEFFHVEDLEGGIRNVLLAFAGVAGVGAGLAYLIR
Mcl1 Bid PPI: Mcl-1/Bid interaction inhibition; inhibition, % at 21.7 µM; 0.97% of 220,000 active; TR-FRET Mcl-1/Bid-Dy647 peptide binding, 1536-well; Q07820;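 active = compounds that cut the binding signal by more than half at the single screening dose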;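 note: His-tagged Mcl-1 with europium anti-His antibody binding Bid BH3 peptide; 0% = Mcl-1 plus peptide wells and 100% = peptide-only wells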
Mcl1-Noxa inh: disrupts binding of human Mcl-1 to Noxa peptide | Q07820 | TR-FRET Mcl-1/Noxa peptide binding, 2 h | inhibition, % at 21.7 µM | 1.5% of 220,000 active | AID 1022;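 active = compounds that cut the protein-peptide binding signal by more than 50% relative to plate controls in a single-dose test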;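 note: His-tagged Mcl-1 with rhodamine Noxa BH3 peptide and terbium anti-His antibody; 0% = Mcl-1 plus Noxa peptide wells and 100% = peptide-only wells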
Rab7 wt GTP bind: dog Rab7 wildtype GTP binding, inhibitors and activators; GST-Rab7 beads, fluorescent GTP binding, flow cytometry; actives lie on both sides; untreated = 100%, excess cold GTP = 0%; GTP binding activity (percent of control), % at 10 µM; 0.055% of 190,000 active; AID 758;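 active = fluorescent GTP binding to Rab7 beads changed by at least 20 points from the 100% baseline, either direction, mostly lower; inconclusive = compound itself probably fluorescent, or too few beads counted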;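 note: median green fluorescence of bound Bodipy-FL-GTP per Rab7 bead population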
HRas wt GTP bind: modulators of GTP binding to human HRas wildtype; GTP binding activity, % at 10 µM; 0.14% of 190,000 active; GST-Ras wt beads, Bodipy-FL-GTP binding, flow cytometry; actives lie on both sides; P01112;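 active = GTP binding activity at least 20% away from the 100% baseline, either lowered as inhibitor or raised as activator; inconclusive = flagged as likely green fluorescent, judged across all proteins in the well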;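 note: 0% = unlabeled GTP competition control and 100% = no-compound control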
Target sequence (P01112 whole entry, looked up): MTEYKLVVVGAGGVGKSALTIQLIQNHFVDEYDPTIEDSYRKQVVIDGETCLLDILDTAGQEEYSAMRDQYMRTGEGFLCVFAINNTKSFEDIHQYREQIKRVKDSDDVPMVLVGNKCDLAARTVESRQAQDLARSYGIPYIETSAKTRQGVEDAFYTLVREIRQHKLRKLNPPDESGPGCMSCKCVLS
Cdc42 wt: changes GTP binding to wildtype human Cdc42. P60953. GST-Cdc42 beads, Bodipy-GTP binding, flow cytometry; actives lie on both sides. percent activity (GTP binding), % at 10 µM. 0.2% of 190,000 active. AID 761;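 active = percent activity GTP binding at least 20 points away from the 100% baseline, either down as inhibitor or up as activator; inconclusive = compound flagged as likely green fluorescent from well-wide comparison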;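 note: median bead fluorescence of bound Bodipy-FL-GTP at 100 nM; 0% = excess unlabeled GTP control and 100% = no compound control; below 100% means less GTP binding so inhibitor and above means activator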
Target sequence (P60953 whole entry, looked up): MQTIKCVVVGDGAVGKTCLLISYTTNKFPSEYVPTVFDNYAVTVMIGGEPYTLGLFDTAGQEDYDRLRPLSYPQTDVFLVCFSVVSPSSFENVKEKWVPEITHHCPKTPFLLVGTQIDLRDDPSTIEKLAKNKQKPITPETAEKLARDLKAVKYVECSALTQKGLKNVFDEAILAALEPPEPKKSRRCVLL
Active calls of the source: *; ? = inconclusive; · = not tested or not shown. Compounds as they come. About 2.9% of those tested had a hit in this group.

item	smiles	Rac1 mut GTP	Rab2A wt mod	RGS8-Gao	Pf gametocyte	Rac1 wt modul	Mcl-1 Bim block
1	CCC(CC)C(=O)c1c[nH]c(C(=O)O)c1	98	97	102	-8	99	4
2	CCC(C)OC(=O)C(C)Oc1ccc(-c2ccccc2)cc1 (stereo unspecified)	95	96	116	·	98	-9
3	CCC1CN(C(=O)Nc2ccc(C)cc2)c2cc(C)ccc2O1 (stereo unspecified)	97	95	99	-12	101	1
4	COC(=O)C1CCCN1C(=O)COc1ccc(Br)cc1Cl (stereo unspecified)	100	96	107	-3	101	5
5	CNC(=S)NC1CC2CCCC(C1)N2Cc1ccco1 (stereo unspecified)	97	96	108	3	97	-4
6	COCCOCCn1c(/C=C/c2ccccc2)nc2ccccc21	95	101	99	·	97	-1
7	CCOC(=O)/C=C/C(=O)OCC(=O)NC(c1ccccc1)c1ccccc1	97	96	105	·	98	-2
8	Cc1ccccc1CC1(CO)CCCN(C(=O)c2ccccc2Cl)C1 (stereo unspecified)	95	96	102	-2	99	-1
9	CCCCn1c(SCC(=O)N2c3ccccc3CCc3ccccc32)nc2c1c(=O)n(C)c(=O)n2C	97	99	99	-11	105	-1
10	CC1(C)S[C@@H]2[C@H](NC(=O)C(C(=O)O)c3ccccc3)C(=O)N2[C@H]1C(=O)O (stereo partly specified)	98	98	·	·	105	-1
11	O=C(NCc1ccc2c(c1)OCO2)c1nnc(Cc2ccc(Cl)cc2)o1	95	98	103	·	98	-6
12	O=S(=O)(c1ccc(NC(=S)N/N=C/c2ccc(N3CCOCC3)cc2)cc1)N1CCOCC1	98	92	105	-2	94	5

item	Mcl1 Bid PPI	Mcl1-Noxa inh	Rab7 wt GTP bind	HRas wt GTP bind	Cdc42 wt
1	-4	8	105	99	96
2	-1	10	93	98	100
3	-30	-1	91	96	96
4	-1	-14	99	100	102
5	-8	-3	100	97	96
6	-11	8	110	99	102
7	-12	6	102	98	94
8	-8	2	95	96	96
9	-2	-7	100	102	103
10	-24	7	100	99	100
11	-6	-3	99	99	99
12	-54	-11	94	93	97

(list continues)
item	smiles	Rac1 mut GTP	Rab2A wt mod	RGS8-Gao	Pf gametocyte	Rac1 wt modul	Mcl-1 Bim block
13	CN(c1ccc(OCc2nnc(-c3ccccc3)o2)cc1)S(=O)(=O)c1ccccc1	97	99	104	0	98	0
14	COC(=O)CC1NCCc2cc(OC)c(OC)cc21 (stereo unspecified)	97	96	110	10	101	-1
15	S=C(Nc1ccccc1)Nc1ccc(OCc2ccc(Cl)cc2Cl)cc1	91	93	94	6	91	-3
16	Cc1cccc(N2CCN(C(=O)CCn3c(=O)[nH]c4ccccc4c3=O)CC2)c1C	98	98	104	·	102	-1
17	CO/N=C\c1cc(C(=O)c2ccc(Cl)cc2Cl)cn1C	98	99	99	·	98	2
18	CC(=O)C(N=Nc1ccccc1)(Sc1nnc(-c2ccccc2)n1-c1ccccc1)C(C)=O	95	93	102	15	96	1
19	Cc1ccc(Cl)cc1NC(=O)c1ccc(Cn2cc(Cl)cn2)cc1	96	97	102	-16	104	-5
20	O=C(CSC1CCCCC1)Nc1nccs1	94	94	89	·	95	0
21	O=C(Nc1nnc(SCc2c(Cl)cccc2Cl)s1)c1ccc2ncsc2c1	90	95	94	·	89	-4
22	NC(=S)N/N=C/c1coc2cc(Cl)ccc2c1=O	92	93	101	-5	95	-4
23	N/C(=N\OC(=O)c1ccccc1)c1ccncc1	93	95	101	-6	101	0
24	COc1ccc(CC(=O)NCc2nnc(SCC(=O)Nc3ncc(C)s3)n2C)cc1	93	98	102	1	91	1

item	Mcl1 Bid PPI	Mcl1-Noxa inh	Rab7 wt GTP bind	HRas wt GTP bind	Cdc42 wt
13	18	-8	96	99	97
14	-10	11	98	96	96
15	-30	10	94	93	92
16	-8	-12	100	99	101
17	-2	-7	107	97	96
18	14	-12	96	94	95
19	-5	6	103	99	99
20	-5	14	95	95	96
21	0	-59	103	94	91
22	3	33	96	94	93
23	3	1	95	95	98
24	-6	1	104	97	96

Additional results follow:
item	smiles	Rac1 mut GTP	Rab2A wt mod	RGS8-Gao	Pf gametocyte	Rac1 wt modul	Mcl-1 Bim block
25	COc1cccc(Cn2nnc(C(=O)NCCc3ccc(Cl)cc3)c2N)c1	97	97	106	·	103	-4
26	O=[N+]([O-])c1cc(/C=N\Nc2nccs2)ccc1O	?	?	98	·	?	1
27	CCOc1cc(C2NC(=O)NC(O)(C(F)(F)F)C2C(=O)c2ccc(Cl)cc2)ccc1O (stereo unspecified)	95	99	101	9	98	-3
28	Cc1ccc(S(=O)(=O)/N=C(\Sc2ccccc2)c2ccccc2)cc1	92	95	98	6	96	-2
29	Cc1nc(NCc2ccccn2)c2c3c(sc2n1)CCCC3	99	96	100	6	101	0
30	Cn1c2ccccc2c2n[nH]c(=O)nc21	91	92	103	8	86	-1
31	CCOC(=O)C1CCN(S(=O)(=O)Cc2ccccc2)C1=O (stereo unspecified)	96	100	87	·	100	-1
32	Cc1ccc(NC(=O)c2cc3ccccc3oc2=O)cc1S(=O)(=O)N(C)C	96	100	96	·	100	-4
33	CCO/C(C)=C1\C(=O)Nc2ccccc21	91	89	93	0	91	-1
34	CCS(=O)(=O)c1ccc(C(=O)NC)c(Cl)c1Cl	93	97	100	-23	94	-1
35	COC(=O)c1cc(-c2ccc(OC)c(OC)c2)n[nH]1	93	94	90	·	94	0
36	COCCCNC(=O)c1ccc(N(C)S(C)(=O)=O)cc1	99	96	91	·	99	1

item	Mcl1 Bid PPI	Mcl1-Noxa inh	Rab7 wt GTP bind	HRas wt GTP bind	Cdc42 wt
25	0	16	98	97	98
26	61*	101*	?	?	?
27	-29	9	97	102	103
28	-4	26	99	99	96
29	6	-1	93	97	92
30	-9	-8	98	91	91
31	-17	-6	99	100	95
32	8	-4	104	100	98
33	-15	0	95	94	94
34	-26	3	96	95	91
35	-10	28	98	94	94
36	9	-12	99	96	96

More entries follow:
item	smiles	Rac1 mut GTP	Rab2A wt mod	RGS8-Gao	Pf gametocyte	Rac1 wt modul	Mcl-1 Bim block
37	N#Cc1cc2c([nH]c1=S)CCCCCC2	92	95	107	·	93	-6
38	Cn1cnnc1SC(C(=O)Nc1cccc(C(F)(F)F)c1)c1ccccc1 (stereo unspecified)	100	100	102	·	105	2
39	COc1cc(CNCCO)cc(Cl)c1OCc1ccccc1Cl	97	98	94	-12	97	-3
40	COC(=O)C(NC(=O)c1ccccc1)=C(C)C	105	107	101	10	111	0
41	CC(=O)Nc1ccc(NC(=O)COC(=O)C2(c3ccc(Cl)cc3)CCCC2)cc1	104	101	102	·	105	-5
42	CCn1c(SCC(=O)Nc2nc(-c3ccc(C)cc3)cs2)nnc1-c1ccccc1O	96	96	100	13	96	0
43	Cc1nc(SCC(=O)NC(=O)NC(C)C)nc(C)c1C	97	96	99	-7	99	0
44	CN1CCC(=NNc2ncnc3sc4c(c23)CCCC4)CC1	98	98	74	-13	100	-1
45	CC(C(=O)Nc1cc([N+](=O)[O-])ccc1Cl)N1CCN(c2ccccc2)CC1 (stereo unspecified)	100	99	101	2	102	-1
46	Cc1ccc(S(=O)(=O)Nc2ccc(S(=O)(=O)NC(C)(C)C)cc2)cc1	97	99	104	6	96	0
47	CCOC(=O)CSc1ncc(OC)c(=O)[nH]1	102	106	84	·	103	-9
48	CS(=O)(=O)N(Cc1ccccc1)c1ccc(C(=O)NCc2ccccc2)cc1	95	104	99	·	95	-1

item	Mcl1 Bid PPI	Mcl1-Noxa inh	Rab7 wt GTP bind	HRas wt GTP bind	Cdc42 wt
37	1	46	96	96	96
38	-9	-1	99	100	102
39	-6	13	104	98	97
40	-5	5	103	106	106
41	-16	14	97	102	100
42	-10	13	99	99	98
43	-15	64*	99	97	97
44	-15	20	103	99	102
45	3	7	101	98	99
46	-7	3	99	96	96
47	-11	23	101	104	104
48	-19	13	110	103	102

Five compounds from above, ordered by number of heavy atoms, largest number first:
item	smiles	Rac1 mut GTP	Rab2A wt mod	RGS8-Gao	Pf gametocyte	Rac1 wt modul	Mcl-1 Bim block
42	CCn1c(SCC(=O)Nc2nc(-c3ccc(C)cc3)cs2)nnc1-c1ccccc1O	96	96	100	13	96	0
48	CS(=O)(=O)N(Cc1ccccc1)c1ccc(C(=O)NCc2ccccc2)cc1	95	104	99	·	95	-1
45	CC(C(=O)Nc1cc([N+](=O)[O-])ccc1Cl)N1CCN(c2ccccc2)CC1 (stereo unspecified)	100	99	101	2	102	-1
46	Cc1ccc(S(=O)(=O)Nc2ccc(S(=O)(=O)NC(C)(C)C)cc2)cc1	97	99	104	6	96	0
37	N#Cc1cc2c([nH]c1=S)CCCCCC2	92	95	107	·	93	-6

item	Mcl1 Bid PPI	Mcl1-Noxa inh	Rab7 wt GTP bind	HRas wt GTP bind	Cdc42 wt
42	-10	13	99	99	98
48	-19	13	110	103	102
45	3	7	101	98	99
46	-7	3	99	96	96
37	1	46	96	96	96
